Ub-GFP proteasome: Ubiquitin-GFP Assay. Ubiquitin-GFP reporter cells, proteasome inhibition, GFP fluorescence; response scale: untreated = 0%, 10 µM MG-132 = 100%. Potency, µM (doses to about 45.9 µM), without a hit: at the top dose activation (GFP accumulation), actives largely listed as activators. 67,000 tested, under 10 active; active = well fitted activation curve with a large enough effect, not every such curve was filed as active; inconclusive = small, poorly fitted or top-dose-only effect, or another doubt; inactive = no such curve, though single readings can be large or run the other way; also: potency is read from the fitted curve at half-maximal effect
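Proteasome block read as GFP accumulation: ubiquitin(G76V)-GFP U2OS cells exposed to compound (2.9 nM–46 uM) for 4 hr at 37 C. Normalization used untreated cells as 0% and 10 uM MG-132 as 100%; concentration-response curves fitted.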
HADH2 inhib: qHTS Assay for Inhibitors of HADH2 (Hydroxyacyl-Coenzyme A Dehydrogenase, Type II) | 3-hydroxyacyl-CoA dehydrogenase type-2 (Homo sapiens), Q99714 | recombinant HADH2, NADH fluorescence, beta-hydroxybutyryl-CoA | Potency, µM (titrated, usually from 57.1 µM), inactives show at the highest dose activity change, negative = inhibition, most hits filed as inhibitors | actives 3.4% (n = 73,000) | AID 886, 2007; also: potency is read from the fitted curve at half-maximal effect; % is scaled to controls: 0 for no effect and ±100 for the full control effect; nearly all actives have a fitted effect of over 60% in size; many of its hits are not listed in these tables
Target sequence (Q99714 whole entry, looked up, one chain of several): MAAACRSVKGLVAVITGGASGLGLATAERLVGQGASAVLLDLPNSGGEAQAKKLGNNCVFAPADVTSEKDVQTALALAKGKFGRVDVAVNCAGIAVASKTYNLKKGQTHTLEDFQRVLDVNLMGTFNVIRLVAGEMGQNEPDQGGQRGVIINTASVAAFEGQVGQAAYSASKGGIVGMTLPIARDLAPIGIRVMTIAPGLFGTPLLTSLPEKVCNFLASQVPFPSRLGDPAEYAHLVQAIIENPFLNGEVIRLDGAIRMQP
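20 nM HADH2 + cpd, 15 min RT; add 1 mM NAD+/90 uM beta-hydroxybutyryl-CoA; kinetic fluorescence 360/450 nm, 4 min. Tris-HCl pH 9.0, 0.01% Tween-20.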
HBB splicing: qHTS Assay for Modulators of Hemoglobin Beta Chain Splicing; HBB splicing reporter cell assay, activation; EGFP reporter with mutant IVS2-654 intron; response scale: normalised to 500 nM splice-correcting PNA; Potency, µM (highest dose often 46.1 µM), without a hit: at the highest dose activation, most hits filed as activators; actives 0.06% (n = 65,000); also: potency is read from the fitted curve at half-maximal effect; 0% is about no effect
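Compounds were applied for 2 days to HeLa EGFP-654 cells, 500/well in Optimem with 2% FCS. The reporter's EGFP is disrupted by mis-splicing of beta-globin intron IVS2-654. Readout: summed well GFP fluorescence from 488 nm laser scanning; reference was 500 nM antisense […] 654 PNA.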
15-hLO inh: qHTS Assay for Inhibitors of 15-hLO (15-human lipoxygenase); purified 15hLO-1, xylenol orange hydroperoxide absorbance; Potency, µM (highest dose often 57.1 µM), inactives show at the highest dose activity change, negative = inhibition, most hits filed as inhibitors; actives 1.4% (n = 74,000); also: potency is read from the fitted curve at half-maximal effect; % is scaled to controls: 0 for no effect and ±100 for the full control effect; nearly all actives have a fitted effect of over 55% in size
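Quantitative HTS in 25 mM Hepes pH 7.5 containing 0.01% Triton X-100: human 15hLO-1 at 40 nM, arachidonic acid at 50 uM, 6 min turnover. Product quantified via ferrous oxidation/xylenol orange, 573:405 nm absorbance ratio.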
Pol III holo inh: qHTS Assay for Inhibitors of DNA Polymerase III Holoenzyme System. reconstituted DNA polymerase III holoenzyme replication, biochemical. Potency, µM (doses to about 57.1 µM), inactives show at the highest dose activity change, negative = inhibition. actives 0.25% (n = 71,000). AID 603, 2007; also: potency is read from the fitted curve at half-maximal effect; % is scaled to controls: 0 for no effect and ±100 for the full control effect
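Reconstituted *E. coli* holoenzyme (0.35 nM Pol III, 1 nM beta, 154 nM SSB, 2 nM primase) was preincubated with compound for 15 min at RT. Synthesis on 1.4 nM ssM13Gori ran 35 min, then was stopped with PicoGreen/EDTA and read as dsDNA fluorescence.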
GFP derepression: qHTS Assay for Epigenetic Modulators. mouse C127i GFP locus derepression, cytometry, 30 h. Potency, µM (series often up to 46.1 µM), for inactives: at the top dose GFP derepression (activation). actives 0.09% (n = 68,000). AID 597, 2007; also: % of control where 0% means no effect
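Locus derepression in mouse mammary C127i cells whose integrated CMV-GFP reporter is normally silent; GFP expression after 30 h compound treatment was quantified by counting fluorescent cells.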
Hsp90 Hop PPI: qHTS Assay for Disrupters of an Hsp90 Co-Chaperone Interaction; AID 595, 2007; AlphaScreen TPR2A-His6 binding biotin-Hsp90 C-terminal peptide; Hsp90 C-terminal peptide / TPR2A (Hop) interaction, human; actives 0.44% (n = 71,000); Potency, µM (titrated, usually from 57 µM), for the others: at the top dose activity change, negative = inhibition; active = well fitted curve in either direction with a large enough effect; inconclusive = small, poorly fitted or top-dose-only effect, or another doubt; also: potency is read from the fitted curve at half-maximal effect; % is scaled to controls: 0 for no effect and ±100 for the full control effect; many of its hits are not listed in these tables
ERK AVP block: qHTS Assay for Inhibitors of the ERK Signaling Pathway using a Homogeneous Screening Assay; HEK293-V1b, vasopressin-stimulated pERK AlphaScreen; Potency, µM (series often up to 57.5 µM), for the others: at the highest dose activity, negative = inhibition, actives largely listed as inhibitors; actives 0.99% (n = 72,000); AID 995, 2007; also: potency is read from the fitted curve at half-maximal effect; % is scaled to controls: 0 for no effect and ±100 for the full control effect; nearly all actives have a fitted effect of over 55% in size
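Phosphorylated ERK1/2 detected via AlphaScreen bead proximity in lysates of V1b-expressing HEK293 cells given 25 nM vasopressin for 5 min after 30 min compound exposure (37 °C). AC50 from Hill equation; basal DMSO 0%, vasopressin 100%.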
FLuc inh: qHTS Assay for Inhibitors of Firefly Luciferase; Potency, µM (series often up to 57.1 µM), without a hit: at the top dose activity change, negative = inhibition, actives largely listed as inhibitors; actives 2.2% (n = 72,000); purified firefly luciferase, luminescence, 8 min; also: potency is read from the fitted curve at half-maximal effect; % is scaled to controls: 0 for no effect and ±100 for the full control effect; nearly all actives have a fitted effect of over 40% in size
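Here, luciferase activity is measured as luminescence following an 8 min room-temperature reaction at 10 uM ATP, pH 7.2. Every library sample is titrated.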
Tau filament bind: qHTS Assay for Tau Filament Binding; Microtubule-associated protein tau (Homo sapiens), P10636; recombinant tau filaments, thioflavin S fluorescence, 15 h; filaments grown with octadecylsulfate alongside compound; Potency, µM (highest dose often 57.1 µM), inactives show at the highest dose activity change, negative = inhibition; actives 2% (n = 71,000);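 also: potency is read from the fitted curve at half-maximal effect; % is scaled to controls: 0 for no effect and ±100 for the full control effect; actives lower thioflavin S fluorescence by blocking filaments or displacing dye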
Target sequence (P10636 whole entry, looked up): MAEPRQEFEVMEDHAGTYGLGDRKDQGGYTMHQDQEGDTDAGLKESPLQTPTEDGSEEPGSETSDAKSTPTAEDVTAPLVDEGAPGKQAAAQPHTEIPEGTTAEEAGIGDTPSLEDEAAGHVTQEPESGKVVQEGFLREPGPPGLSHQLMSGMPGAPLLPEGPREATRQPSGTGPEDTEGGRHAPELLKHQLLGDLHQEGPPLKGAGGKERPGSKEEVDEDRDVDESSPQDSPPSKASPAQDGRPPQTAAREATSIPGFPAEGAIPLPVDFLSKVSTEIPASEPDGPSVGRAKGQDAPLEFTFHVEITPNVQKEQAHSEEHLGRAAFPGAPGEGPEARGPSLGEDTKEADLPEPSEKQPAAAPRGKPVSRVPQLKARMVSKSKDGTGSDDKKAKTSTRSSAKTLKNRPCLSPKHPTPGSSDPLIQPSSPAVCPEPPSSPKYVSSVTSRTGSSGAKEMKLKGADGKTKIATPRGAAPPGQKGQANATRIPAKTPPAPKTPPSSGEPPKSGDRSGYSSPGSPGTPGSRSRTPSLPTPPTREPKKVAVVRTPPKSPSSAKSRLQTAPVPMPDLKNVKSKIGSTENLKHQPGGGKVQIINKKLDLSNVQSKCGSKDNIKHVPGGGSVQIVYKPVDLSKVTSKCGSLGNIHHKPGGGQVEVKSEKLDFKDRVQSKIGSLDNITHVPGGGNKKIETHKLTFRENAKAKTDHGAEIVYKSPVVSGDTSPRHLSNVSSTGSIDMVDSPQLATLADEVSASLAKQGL
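Tau 2 uM in ThS buffer dispensed; compound added; 60 uM ODS added (finals 1 uM tau, 30 uM ODS); 15 h 37 C; fluor ex450/em510.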
CRE-bla Fsk: Cell signaling CRE-BLA (Fsk stim) | CHO CRE-bla reporter (cAMP response element driving beta-lactamase), forskolin EC10, beta-lactamase ratio | Potency, µM (doses to about 38.2 µM), for the others: at the top dose activity change, negative = inhibition, usual class: activators | actives 2.5% (n = 71,000) | AID 662, 2007; active = well fitted activation curve with a large enough effect in the signal ratio, with a control signal flat, not every such curve was filed as active; inconclusive = small, poorly fitted or top-dose-only effect, or effect the other way, or a change in a side signal; the % refers to the signal ratio; also: potency is read from the fitted curve at half-maximal effect; % of control where 0% means no effect
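The 460nm/530nm emission ratio after CCF4 loading defined %Activity, from which AC50 values were obtained. CRE-bla CHO cells received compound dilution series together with an EC10 level of NKH 477 for 3 hours at 37 degrees Celsius.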
Numbers without * were called inactive; ? = inconclusive; nt = not tested or not shown; [ ] = dose if it differs, or a comment. Unless noted, calls follow the shape of the dose curve; as a rule, active = well fitted curve in the direction sought with a large enough effect; inconclusive = small, poorly fitted or top-dose-only effect, or another doubt; inactive = no such curve, though single readings can be large; an effect the other way counts as inactive or inconclusive. This is a subset; count on the stated rates, not on these rows.

Start of the listing, in advance, 5 compounds:
SMILES | Ub-GFP proteasome | HADH2 inhib | HBB splicing | 15-hLO inh | Pol III holo inh | GFP derepression | Hsp90 Hop PPI | ERK AVP block | FLuc inh | Tau filament bind | CRE-bla Fsk
Cn1cc(S(=O)(=O)CC(=O)Nc2ccc3c(c2)OCO3)c2ccccc21 | -3% | ? | 0.5% | -10% | -6% | 8% | -1% | -8% | -1% | -5% | -9%
O=C(CN1CCCc2ccccc21)NCc1ccc2c(c1)OCO2 | 0% | -13% | 2.9%[57.5 µM] | -11% | 2% | -5% | -9% | -17% | -3% | 3% | -25%
Cc1ccc(CNc2nc3ccccc3s2)s1 | 7% | 11% | -0.4% | -3% | -9% | 4% | -6% | -13% | 0% | -14% | 8%
O=S(=O)(C[C@H](O)C(Cl)(Cl)Cl)NNc1ccccc1 | 3%[9.17 µM] | -1%[11.4 µM] | 5.6%[9.22 µM] | -4%[11.4 µM] | -11%[11.4 µM] | -3%[9.22 µM] | -5%[11 µM] | -4%[11.5 µM] | 6%[11.4 µM] | -12%[11.4 µM] | -9%[7.6 µM]
CCCCn1c(=NC(=O)c2ccco2)c(C(=O)OCC)cc2c(=O)n3ccccc3nc21 | 1% | 123%[activator] | 0.4% | -18% | -8% | -1% | -8% | 33%[activator] | 1% | 7.9µM* | ?

All compounds of this part (from the top)
SMILES | Ub-GFP proteasome | HADH2 inhib | HBB splicing | 15-hLO inh | Pol III holo inh | GFP derepression | Hsp90 Hop PPI | ERK AVP block | FLuc inh | Tau filament bind | CRE-bla Fsk
Cn1cc(S(=O)(=O)CC(=O)Nc2ccc3c(c2)OCO3)c2ccccc21 | -3% | ? | 0.5% | -10% | -6% | 8% | -1% | -8% | -1% | -5% | -9%
O=C(CN1CCCc2ccccc21)NCc1ccc2c(c1)OCO2 | 0% | -13% | 2.9%[57.5 µM] | -11% | 2% | -5% | -9% | -17% | -3% | 3% | -25%
Cc1ccc(CNc2nc3ccccc3s2)s1 | 7% | 11% | -0.4% | -3% | -9% | 4% | -6% | -13% | 0% | -14% | 8%
O=S(=O)(C[C@H](O)C(Cl)(Cl)Cl)NNc1ccccc1 | 3%[9.17 µM] | -1%[11.4 µM] | 5.6%[9.22 µM] | -4%[11.4 µM] | -11%[11.4 µM] | -3%[9.22 µM] | -5%[11 µM] | -4%[11.5 µM] | 6%[11.4 µM] | -12%[11.4 µM] | -9%[7.6 µM]
CCCCn1c(=NC(=O)c2ccco2)c(C(=O)OCC)cc2c(=O)n3ccccc3nc21 | 1% | 123%[activator] | 0.4% | -18% | -8% | -1% | -8% | 33%[activator] | 1% | 7.9µM* | ?
CN(O)/C=c1/ccc2c(n1)C(=O)C=CC=2 | 7% | 7% | 4.1%[1.84 µM] | 44%[activator] | -8% | 2% | 2µM* | 29% | 1% | -23% | 12%
CS(=O)(=O)Nc1cccc(-c2cc(NCc3ccccc3)ncn2)c1 | 1% | 9% | -1.4% | -3% | -3% | 5%[9.22 µM] | -4% | 10% | 1%[2.29 µM] | -5% | 7%
O=C(CSc1nc2ccccc2o1)N1CCN(c2ccc(Cl)cc2)CC1 | 5% | 9% | -2.3% | 9% | -1% | -3% | -6% | -30% | 1% | 48% | ?
CCCN1C=CC(=C2C(=O)c3ccccc3C2=O)C=C1 | -4% | -13% | -0.1% | -13% | -11% | -2% | -7% | -18% | 0.16µM* | -24% | 10%
COC(=O)c1ccc(CN(c2ccc(C)cc2)S(=O)(=O)c2ccc3c(c2)OCCO3)o1 | 1% | 1% | 0.1% | -6% | 0% | -1% | 6% | 22% | 3% | 0% | -4%
CCC(C(=O)Nc1nnc(-c2ccco2)s1)c1ccccc1 (centres undefined) | -3% | ? | -1.4%[0.369 µM] | -9% | 1% | 0% | -5% | 10% | 2% | -13% | 8%
Cc1cc(C)nc(SCc2n[nH]c(=S)n2C)n1 | 9% | -25% | -0.5% | -5% | 3% | -1% | -2% | -12% | 1% | -2% | ?
Cc1cccc(-c2noc(CN(C(=O)C34CC5CC(CC(C5)C3)C4)C(C)C)n2)c1 | -3% | -1% | 1.2% | 1% | -10% | -5% | 4% | 14% | 2% | -23% | -8%
CCc1nnc(NC(=O)CSc2nccn2-c2ccccc2)s1 | -3% | 2% | -0.3% | 10% | 0% | -2% | -2% | -8% | 1% | 2% | 7%
COC(=O)c1sc(S(=O)(=O)NCc2cccs2)c(C(=O)OC)c1C | 0% | 3% | -0.1% | -6% | -2% | 0% | -1% | -14% | 3% | -15% | 7%
CCN1C(=O)[C@H]2[C@H]3[C@H](O)[C@H](O)C/C(=N/NC(=O)OCc4ccccc4)[C@H]3CC[C@@H]2C1=O | nt | 1%[11.4 µM] | 0.6%[9.22 µM] | 6%[11.4 µM] | nt | nt | nt | -1%[11.5 µM] | -8%[11.4 µM] | nt | nt
CN1C(=O)/C(=C2/C=CC=CN2C)OC1=S | -9%[9.17 µM] | ? | -3.4%[0.0738 µM] | -22%[11.4 µM] | -4%[11.4 µM] | 2% | -9%[11 µM] | -11% | 0% | 1%[11.4 µM] | ?
CCOC(=O)c1[nH]c(=O)[nH]c1CSCCO | -12%[9.17 µM] | 10%[11.4 µM] | 2.7%[0.0738 µM] | 0%[11.4 µM] | -1%[11.4 µM] | -2% | -6%[11 µM] | -16% | 2% | 10%[11.4 µM] | ?
CCN(C)c1ccc(/C=N\n2nnnc2N)cc1 | -2% | 26% | -2.7% | -5% | -12% | 1% | 6% | -26% | -22% | -5% | 7.9µM*
Nc1nc2ccc(S(=O)(=O)c3ccc4nc(N)sc4c3)cc2s1 | 2% | 172%[activator] | 0.3% | -20% | -9% | -1% | -2% | 24% | 1% | 5% | 2%
COc1ccc(S(=O)(=O)N(CC(=O)Nc2cc(C)on2)Cc2ccccc2)cc1 | -1% | -5% | -0.2%[57.5 µM] | 6% | -2% | 0% | 1% | 3% | 1% | -1% | -15%
Cc1ccccc1CN1CCNC(=O)C1CC(=O)O (centres undefined) | 0% | 0% | 0.5% | 2% | -1% | nt | 0% | nt | 1% | -10% | -2%
CN(Cc1ccccc1)C(=O)CCC(=O)N(C)Cc1ccccc1 | -10%[9.17 µM] | 8%[11.4 µM] | 1.7%[0.0738 µM] | 6%[11.4 µM] | -9%[11.4 µM] | -2% | -6%[11 µM] | -11% | -1% | -7%[11.4 µM] | ?
COc1ccc(NC(=O)Nc2nnc(N3CCC(C)CC3)s2)cc1OC | -9% | -3% | -0.2% | 4% | 3% | nt | 0%[2.3 µM] | -14% | -7% | 262% | ?
CC(=O)N(Cc1cccnc1)Cc1cc2ccc(C)cc2[nH]c1=O | -6% | 2% | -1.8%[57.5 µM] | -4% | -3% | -2% | 1% | -4% | 2% | -6% | -6%
COc1cccc(/C=N/n2c(-c3ccco3)nc3ccccc3c2=O)c1 | 5% | 1% | nt | 5% | -6% | 0% | -5% | -1% | -1% | 22% | ?
CN(CC(=O)Nc1cccnc1)S(=O)(=O)c1cc(Cl)ccc1Cl | 9% | 6% | -0.6% | 7% | 2% | 11% | 0% | -17% | 0% | -3% | 6%
Cc1ccc2cc(CN(CCO)Cc3nnnn3Cc3ccc(F)cc3)c(=O)[nH]c2c1 | -2% | -2% | 1.1% | -12% | -3% | -2% | -2% | 30% | -34% | 16% | -9%
CN(C)c1nc(NS(=O)(=O)c2ccc(Cl)cc2)nc(N(C)C)n1 | 0% | 16% | 0.1%[57.5 µM] | 3% | -2% | 5% | -1% | 17% | 3% | -6% | -3%
c1cncc(Nc2nc(-c3cccnc3)cs2)c1 | -9% | 3% | 3.0% | 9% | -6% | 0% | -6% | ? | -3% | 6% | ?
